# Rat MKP-3 inhibitors: MKP-3 phosphatase inhibitors, primary screen, biochemical, rat enzyme, in vitro (AID 425); inhibition, % at 20 µM, or IC50 in µM where a hit was titrated; 0.17% of 110,000 active; recombinant MKP-3 phosphatase activity, fluorescence; higher % means a stronger effect; in the data active = inhibition above about 50%;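 note: plate controls were vehicle for no effect and reference inhibitor for full effect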
# Hsp70 inhibitors: Hsp70 inhibitors, probe displacement, primary screen, biochemical, fluorescence polarization (AID 583); Hsp70 fluorescence polarization probe displacement, mP; higher % means a stronger effect; one-dose displacement, % at 20 µM; IC50 in µM for titrated hits; 0.06% of 140,000 active; in the data active = displacement above about 50%;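 note: plate controls were vehicle for no effect and reference ligand for full effect; a part of the inactive calls stands beside numbers as strong as those of hits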
# Starred values were filed as active, the others as inactive; · = no result given; & = joins results of further samples.
Rat MKP-3 inhibitors | Hsp70 inhibitors | Compound
3.3% | -0.3% | COc1ccc(COC(=O)C2=C(C)NC3=C(C(=O)CC(C)(C)C3)C2c2ccsc2)cc1 (configuration not stated)
-5.2% | -1.1% | CCOC(=O)c1ccc(N2C(=O)CC(N3CCOCC3)C2=O)cc1 (configuration not stated)
-5.2% | 3.7% | CCn1nnc(NC(=O)c2cc(Cl)c(OC)c(Cl)c2)n1
-15.5% | 0.2% | COc1ccc2c(CC(=O)N(C)CC3COc4ccccc4O3)coc2c1 (configuration not stated)
· | 2.5% | Cc1c(C(=O)N2CCCC2)sc(NC(=O)c2ccccc2)c1C#N
-11.6% | -5.6% | C=CCc1cccc(CNc2nc3ccccc3n2CCN2CCOCC2)c1O
4.5% | 2.9% | Cn1c(SCc2cccc(F)c2)nnc1-c1ccccn1
· | -7.8% | Cc1ccc(NC(=O)c2sccc2-n2cccc2)c(C)c1
3.3% | 2.0% | CCOc1ccc(NC(=O)CC2NCCNC2=O)cc1 (configuration not stated)
-0.2% | -1.5% | Cc1cc(/C=N/NC(=O)Cn2c3ccccc3c(=O)c3ccccc32)c(C)n1-c1ccccc1
-0.2% | -3.2% | Cc1cc(S(N)(=O)=O)ccc1NC(=O)c1sc2ccccc2c1Cl
2.7% | 7.5% | Cc1n[nH]c(C)c1S(=O)(=O)N(CC(=O)NC1CCCC1)c1ccc(C(C)C)cc1
0.7% | 2.4%&0.5% | COc1ccc(-n2cnc3cc(NS(=O)(=O)c4ccc(C)cc4)ccc32)cc1
-0.3% | 2.9% | COc1ccccc1C(=O)Oc1ccc(C)c(C)c1
· | 2.6% | Cc1cc(=O)oc2cc(OCC(=O)NCc3ccncc3)ccc12
-9.4% | 6.5% | COc1ccc2nc(SCC(N)=O)cc(C)c2c1
-3.1% | -2.1% | NC(=O)CCN1C(=O)/C(=C\c2ccc(F)cc2)SC1=S
-3.2% | 3.5% | O=C(Nc1cccc(F)c1)N1CC=C(n2c(=O)[nH]c3ccccc32)CC1
4.4% | -1.8% | O=C(COc1ccccc1)Nc1cccc([N+](=O)[O-])c1
· | -0.5% | COC(=O)c1ccccc1NC(=O)CSc1ccc(C)cc1
· | -2.7% | CCOC(=O)C1=C(CN2CCc3ccccc32)NC(=O)NC1c1ccc(Cl)cc1 (configuration not stated)
-2.1% | 2.4% | CCCC(=O)n1nc(-c2ccc(Cl)cc2)nc1SC
2.4% | 0.9% | O=[N+]([O-])c1ccc2nc3c([nH]c4ccccc43)c(N3CCOCC3)c2c1
-0.8% | -3.4% | COc1ccc(CCN2C(=O)CC(Cc3ccc(Cl)cc3)C2=O)cc1OC (configuration not stated)
· | 2.8% | CC(=O)c1coc2c1cc(O)c1ccccc12
· | 5.0% | CCC(=O)OCCNc1cc(Sc2nc3ccccc3s2)c2nonc2c1[N+](=O)[O-]
-0.3% | 0.7% | COc1cc(C(=O)N/N=C(\C)c2ccc(Cl)s2)ccc1O
-4.3% | 1.4% | O=C1N(CCCN2C(=O)C3(OCCO3)c3ccccc32)c2ccccc2C12OCCO2
0.9% | 2.9% | CCCc1ccc(-c2nc(-c3cc(OC)c(OC)c(OC)c3)no2)cc1
1.8% | -2.8% | COc1ccccc1NC(=O)C1=C(C)Nc2nnnn2C1c1ccncc1 (configuration not stated)
1.6% | -0.3% | CCSc1nnc(NC(=O)C2C3CCC(C3)C2C(=O)O)s1 (configuration not stated)
-11.9% | -0.8% | COc1c(Br)cc2c(C)c(C(=O)N3CCOCC3)oc2c1Br
-2.6% | -1.1% | CCC(C)N1C(=O)c2ccccc2C1C(=O)NC1CCCCCC1 (configuration not stated)
· | 2.7% | O=C(Nc1ccc(Cl)cc1)[C@@H]1[C@@H]2C(=O)N(c3ccc4ccccc4c3)C(=O)[C@@H]2[C@H]2C=CC=NN21
-6.3% | -3.1% | C=CCSc1nnc(-c2c[nH]c3ccccc23)n1CCOC
-0.1% | 2.7% | CCCOc1cccc(C2/C(=C(/O)c3ccccc3)C(=O)C(=O)N2CCN(C)C)c1 (configuration not stated)
· | -1.8% | COc1ccc(NC(=O)CSc2nnc(-c3ccccc3)n2Cc2ccco2)cc1OC
-15.0% | 3.9% | Cc1ccc(C(=O)Nc2ccccc2C(N)=O)o1
-12.3% | -2.8% | CCOC(=O)CSCC(=O)Nc1cc(C)ccc1C
· | 1.1% | CC(C)(C)OC(=O)NCCc1nnc(SCc2c(Cl)cccc2Cl)o1

# Some of these compounds in order of heavy-atom count, low to high.
Rat MKP-3 inhibitors | Hsp70 inhibitors | Compound
-5.2% | 3.7% | CCn1nnc(NC(=O)c2cc(Cl)c(OC)c(Cl)c2)n1
-2.6% | -1.1% | CCC(C)N1C(=O)c2ccccc2C1C(=O)NC1CCCCCC1 (configuration not stated)
· | -2.7% | CCOC(=O)C1=C(CN2CCc3ccccc32)NC(=O)NC1c1ccc(Cl)cc1 (configuration not stated)
3.3% | -0.3% | COc1ccc(COC(=O)C2=C(C)NC3=C(C(=O)CC(C)(C)C3)C2c2ccsc2)cc1 (configuration not stated)
· | 2.7% | O=C(Nc1ccc(Cl)cc1)[C@@H]1[C@@H]2C(=O)N(c3ccc4ccccc4c3)C(=O)[C@@H]2[C@H]2C=CC=NN21

# (next part)
Rat MKP-3 inhibitors | Hsp70 inhibitors | Compound
3.4% | 8.6% | O=C(CCN1CCN(CC(=O)Nc2ccccc2Cl)CC1)Nc1ccccc1F
-7.0% | 4.0% | CN(Cc1cc2ccccc2[nH]c1=O)S(=O)(=O)c1ccccc1
5.7% | -3.1% | CCOc1ccccc1NC(=O)C(=O)NCc1cccnc1
-6.1% | -1.1% | O=C(C1CCCCC1)N1CCN(c2ncccn2)CC1
-3.9% | 4.7% | O=C(c1ccc(Cl)c(Cl)c1)N1CCN(c2ccc([N+](=O)[O-])c(N3CCOCC3)c2)CC1
-5.8% | · | O=C(COc1ccc(Cl)cc1)NCc1nnc(SCC(=O)Nc2ccccc2)o1
-8.6% | · | COC(=O)c1nc(NC(=O)C(C)(C)C)n[nH]1
· | -1.7% | CSCCNC(C)=O
0.3% | 2.2% | COc1cc(C(=O)N/N=C(\C)c2ccc(NC(=O)c3cccs3)cc2)cc(OC)c1OC
4.1% | 2.1% | CN=c1sc2ccccc2n1CC(O)COc1ccccc1 (configuration not stated)
-8.7% | 4.1% | CSCCC1NC(=O)NC1=O (configuration not stated)
-4.4% | -4.1% | Cc1ccc(-c2noc(-c3ccccc3Br)n2)cc1
-0.1% | 3.8% | Cn1c2ccc(Cl)cc2c2cc(C(=O)C(F)(F)F)ccc21
11.2% | 2.0% | N#Cc1nc(-c2ccc(OCc3ccc(Cl)cc3)cc2)oc1NCc1cccnc1
2.2% | -3.3% | NC(=O)COc1ccc(/C=C2\C(=O)NC(=O)N(Cc3ccccc3)C2=O)cc1
0.1% | -4.9% | O=C(NCc1nc2ccccc2[nH]1)c1ccc(S(=O)(=O)N2CCOCC2)cc1
-3.2% | 1.7% | CS(=O)(=O)N(CC(=O)O)c1ccccc1
-5.0% | 1.5% | Cc1cc(C)n(C(=O)COc2c(C)cccc2C)n1
· | -2.7% | CCCCCOC(=O)C1=C(C)Nc2nnnn2C1c1ccccc1Cl (configuration not stated)
-1.5% | -2.1% | O=C1NC(=O)C2C1C1(c3ccccc3)C(=O)C2(c2ccccc2)C(c2ccccc2)=C1c1ccccc1 (configuration not stated)

# Of the compounds above, these have a cyano group.
Rat MKP-3 inhibitors | Hsp70 inhibitors | Compound
· | 2.5% | Cc1c(C(=O)N2CCCC2)sc(NC(=O)c2ccccc2)c1C#N
11.2% | 2.0% | N#Cc1nc(-c2ccc(OCc3ccc(Cl)cc3)cc2)oc1NCc1cccnc1

# Later entries:
Rat MKP-3 inhibitors | Hsp70 inhibitors | Compound
-3.2% | 5.0% | O=C(O)c1ccc(CNc2ccccc2C(=O)O)cc1
· | -2.7% | CC(C)C(=O)c1cc2c(cc1NC(=O)c1ccccc1)OCCO2
-1.5% | 3.1% | COC(=O)c1ccccc1NC(=S)NC(=O)/C=C/c1ccccc1
· | 5.6% | Cc1ccc(C(=O)CCC2CCCCC2=O)cc1 (configuration not stated)
-6.0% | 3.7% | COc1ccc(CCC(=O)Nc2ccc(Br)cn2)cc1
-2.6% | 2.4% | Cn1/c(=N/N=C/c2ccc(O)cc2O)sc2ccccc21
3.0% | -0.1% | CN(C)c1ccc(C(=S)N2CCN(c3cccc(Cl)c3)CC2)cc1
6.2% | -6.5% | CCC(C)NCC(O)Cn1c2ccc(Cl)cc2c2cc(Cl)ccc21 (configuration not stated)
0.4% | 4.4% | CC(=O)Nc1nc2c(s1)C(=O)NCC(C)(C)C2
0.0% | 3.8% | CCOC(=O)C1=C(C)NC(=O)NC1c1ccc(F)c(F)c1 (configuration not stated)
2.1% | 2.7% | CCOC(=O)N1CCN(c2c(-c3ccccc3)c3cc(Cl)ccc3[nH]c2=O)CC1
· | -1.6% | COc1ccc(CNC(N)=O)cc1OC
· | 2.3% | Cc1cccc(OCC(=O)N(C)CCc2ccccn2)c1
1.4% | -1.4% | COc1cc2ccccc2cc1C(=O)Nc1ccccc1C
· | -3.8% | CCCCN(CCCC)S(=O)(=O)c1ccc(NC(=O)Cc2cccs2)cc1
-4.9% | 3.7% | Cc1ccc(S(=O)(=O)CCSc2nc(C)cc(C)c2C#N)cc1
-7.6% | -3.2% | COc1cccc(CSc2nnc(-c3ccco3)n2C)c1
-0.3% | -7.2% | CCC(C)(C)n1nnnc1C(c1cc2cc(C)ccc2[nH]c1=O)N1CCCC1 (configuration not stated)
2.0% | -1.8% | Cc1c[n+]([O-])n(-c2ccc(C(=O)O)cc2)n1
1.9% | -1.8% | CN=C(Nc1cccc(F)c1)SC1CC(=O)N(c2ccccc2F)C1=O (configuration not stated)

# Entries of single compounds, quoted from the list. Order of values: Rat MKP-3 inhibitors | Hsp70 inhibitors
# `CC(=O)Nc1nc2c(s1)C(=O)NCC(C)(C)C2` as listed: 0.4% | 4.4%
# `Cc1cccc(OCC(=O)N(C)CCc2ccccn2)c1` as listed: · | 2.3%
# `Cn1/c(=N/N=C/c2ccc(O)cc2O)sc2ccccc21` as listed: -2.6% | 2.4%

# Other compounds.
Rat MKP-3 inhibitors | Hsp70 inhibitors | Compound
3.3% | 5.2% | O=C(O)c1ccc(OCc2ccoc2C(=O)O)cc1
2.0% | -3.3% | O=C(CSc1nc2ccccc2o1)N1CCCC1
1.9% | 1.2% | CC1CC(c2ccccc2)n2nc(N3C(=O)c4ccccc4C3=O)nc2N1 (configuration not stated)
-2.1% | -0.3% | CCCC1C2C(=O)N(c3ccccc3OC)C(=O)C2ON1c1ccccc1 (configuration not stated)
-6.8% | -0.4% | Cc1[nH]nc2c1C(c1ccc(-c3ccccc3C#N)o1)C(C#N)=C(N)O2 (configuration not stated)
2.3% | -0.9% | O=c1c2ccccc2nnn1CSc1nc2ccccc2c(=O)n1Cc1ccco1
-5.4% | -2.4% | OC(C#CCN1CCOCC1)(c1ccccc1)C1CC1 (configuration not stated)
· | -3.4% | COC(=O)c1sccc1NC(=O)CCC1CCCCC1
7.9% | 4.2% | Cc1ccccc1CS(=O)(=O)Cc1ccc(C(=O)NCc2ccco2)o1
-2.9% | 1.6% | CCC(C)Nc1nc2c(c(=O)n(C)c(=O)n2C)n1Cc1ccc(Cl)cc1 (configuration not stated)
4.1% | 1.7% | Cc1no[n+]([O-])c1COc1ccccc1C=C1C(=O)NC(=S)NC1=O
3.6% | 6.4% | CN(C)CCCNC(=O)/C=C/c1ccc(Cl)cc1
2.5% | -4.2% | Cc1nc2c([nH]1)c(=O)oc1ccccc12
-0.1% | -0.8% | CCC(C(=O)N1CCC(Cc2ccccc2)CC1)c1ccccc1 (configuration not stated)
-8.2%&-3.7% | -0.4%&1.4% | N#Cc1c2n(c3c(-c4ccccc4)ncnc13)CCC2
· | 1.5% | CC(C)(C)C1CCc2onc(C(=O)Nc3cccc(O)c3)c2C1 (configuration not stated)
1.7% | -1.2% | CCCCOc1ccc(/C=N/NS(=O)(=O)c2ccc(OC)cc2)cc1OCC
3.4% | 3.4% | COc1ccc(C2C(C(=O)N3CCN(c4ccccc4)CC3)c3ccccc3C(=O)N2C)cc1 (configuration not stated)
0.7% | 0.7% | O=C(CSc1ccccc1)NCc1cccnc1
4.2% | 3.5% | O=C1C(=O)N(Cc2ccccc2)C(c2cccc([N+](=O)[O-])c2)/C1=C(/O)c1ccccc1 (configuration not stated)
0.2% | -3.5% | COc1cc(/C=N\NC(=O)CNc2ccc(C)cc2)ccc1OC(=O)c1cccs1
-6.5% | 1.8% | CC(=O)N(C)c1ccc(OCC(O)COc2ccc(N(C)C(C)=O)cc2)cc1
-0.9% | 5.8% | Cn1c(=O)c2cc(S(=O)(=O)NC(C(=O)Nc3cccnc3)c3ccccc3)ccc2n(C)c1=O (configuration not stated)
32.0% | 23.2% | C=CCN1C(=O)/C(=C\c2ccc(-c3ccc(C(=O)O)cc3)o2)C(=O)NC1=S
2.8% | 3.0% | Cc1ccc(N(CC(=O)NCc2ccco2)C(=O)CCC(=O)Nc2ccccn2)cc1C
1.0% | -5.2% | O=C1CCc2cc(S(=O)(=O)N3CCN(c4cccc(C(F)(F)F)c4)CC3)ccc2N1
2.1% | -0.3% | CN(c1cccc(NC(=O)CCSc2ccccc2)c1)S(C)(=O)=O
4.7% | -0.5% | CCOc1ccccc1NC(=O)c1c(NC(=O)c2ccccc2)sc2c1CCC(C)C2 (configuration not stated)
-11.4% | -0.2% | Cc1ccc2c(c1)N(CC(=O)NCc1cccs1)C(=O)CO2
· | -2.3% | CCOC(=O)CCc1c(C)c(C#N)c2nc3ccccc3n2c1-n1cnc2ccccc21
0.7% | 2.9% | Cc1ccc(C(=O)Nc2nn[nH]n2)cc1
-0.3% | 6.3% | Cc1ccc(-c2noc(CSc3nnnn3C3CCCCC3)n2)cc1
0.6% | 0.9% | Cc1cc(C)cc(NC(=O)C2CCCC2)c1

# Source: PubChem

# An excerpt. The share of hits here may be higher or lower than overall.
